# PV pol inh: poliovirus RdRp elongation inhibitors, primary screen, biochemical, fluorescence polarization, total intensity. poliovirus polymerase elongation; stronger effect = lower value. Genome polyprotein (Poliovirus type 1 (strain Mahoney)), P03300. % elongation, % (compound at 16.7 µg/mL). 0.66% of 150,000 active; in the data active means % elongation below about 90%; further: some results filed as inactive read as strong as hits
# Target sequence (P03300 1749-2209 limits assumed): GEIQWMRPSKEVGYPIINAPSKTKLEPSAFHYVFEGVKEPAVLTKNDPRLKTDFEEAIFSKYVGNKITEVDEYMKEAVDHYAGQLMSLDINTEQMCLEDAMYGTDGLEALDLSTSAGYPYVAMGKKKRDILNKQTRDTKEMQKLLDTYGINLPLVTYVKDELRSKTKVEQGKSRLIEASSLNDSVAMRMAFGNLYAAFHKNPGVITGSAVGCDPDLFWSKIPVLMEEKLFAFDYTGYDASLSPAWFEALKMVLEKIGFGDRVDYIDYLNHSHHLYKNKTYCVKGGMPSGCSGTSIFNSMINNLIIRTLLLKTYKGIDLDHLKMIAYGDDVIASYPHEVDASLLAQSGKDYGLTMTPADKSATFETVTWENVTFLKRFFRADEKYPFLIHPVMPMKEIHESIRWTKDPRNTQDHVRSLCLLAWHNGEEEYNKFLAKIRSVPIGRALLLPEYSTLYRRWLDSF
# PV pol inh FP z-score: further read-out of PV pol inh, marked with its call; z-score; measured here: FP z-score; hits read low
# * = called active by the depositor; & = joins results of further samples. Only part of the results is shown; rates above refer to the full screens.
# Below each SMILES: PV pol inh | PV pol inh FP z-score
COc1ccc(C(=O)Nc2ccc3nc(SCC(=O)N(C)c4ccccc4)sc3c2)cc1
 : 115 | 1.9
Cc1ccc(C)n1-c1c(C(=O)NCCCN2CCN(c3ccc(F)cc3)CC2)sc2ncccc12
 : 107 | 0.2
CCc1cccc(C)c1NC(=O)C1COc2ccccc2O1 (stereo not given)
 : 103 | 0.3
O=c1[nH]c(=O)n(C2CCCCC2)c(O)c1C1=Nc2ccccc2SC(c2ccc(Cl)cc2)C1 (stereo not given)
 : 110 | 0.6
COc1ccc2oc(=O)c(-c3ccccc3)cc2c1
 : 108 | 0.4
Cc1ccc(CCNC(=O)CCCn2c(=O)c3ccccc3n(Cc3ccccc3C)c2=O)cc1
 : 111 | 1.7
CCOC(=O)c1sc2nc(C)nc(N3CCC(C)CC3)c2c1C
 : 101 | -0.1
O=C(Cn1c(=O)oc2cc(S(=O)(=O)N3CCCCC3)ccc21)NCc1ccc(Cl)cc1
 : 105 | 0.3
Cc1ccc(S(=O)(=O)/N=C(\c2ccccc2)N(C)S(=O)(=O)c2ccc(C)cc2)cc1
 : 102 | 0.1
CN1CCSc2ccc(C(=O)NCCN3CCCC3)cc21
 : 102 | -0.7
COC(=O)c1cc2sc(Cl)cc2n1CC(=O)N1CCCc2ccccc21
 : 105 | 1.4
COc1ncnc(Cl)c1N
 : 103 | 0.4
O=C(O)COCC(=O)N1CCN(c2cc(C(F)(F)F)nc3ccccc23)CC1
 : 104 | 0.4
O=C(/C=C/c1ccc(S(=O)(=O)N2CCCCCC2)cc1)OCc1nnc(-c2ccccc2)o1
 : 102 | 0.3
O=C(Cn1c(-c2cccs2)cc2ccccc21)NCc1cccs1
 : 102 | 0
O=C(/C=C/c1ccco1)NCc1ccccc1C(F)(F)F
 : 103 | 0.6
Cc1nc(NCC(=O)O)c2c3c(sc2n1)CCCC3
 : 102 | 0.1
C=CCn1c(SCC(=O)Nc2sc3c(c2C(N)=O)CCC3)nc2sc(C)c(C)c2c1=O
 : 107 | 0.5
COc1cccc(C(=O)Nc2cccc(C(=O)OCc3cc(=O)n4c(C)csc4n3)c2)c1
 : 114 | 2
Cc1ccc(CNC(=O)c2ccc3c(c2)NC(=O)C(CS(=O)(=O)Cc2ccc(F)cc2)N3)cc1 (stereo not given)
 : 118 | 1.5

# Next part:
# Below each SMILES: PV pol inh | PV pol inh FP z-score
O=C1c2ccccc2C(=O)N1CCCCn1nnc(-c2ccc(F)cc2)n1
 : 107 | 0.6
O=C(NCc1ccc2c(c1)OCO2)C1CCCN1C(=O)NCc1ccccc1 (stereo not given)
 : 104 | 0.8
O=C(NCC12CC3CC(CC(C3)C1)C2)c1cc2nc(-c3ccc(F)cc3)cc(C(F)(F)F)n2n1
 : 104 | 0.3
COc1ccc(-c2cn3nc(N4CCC(C(=O)Nc5ccccc5OC)CC4)sc3n2)cc1
 : 105 | -0.6
COc1ccc(-c2cc(=O)oc3cc4occ(C)c4cc23)cc1
 : 101 | -0.3
Cc1cccc(C)c1NC(=O)CSc1nc2ncccc2o1
 : 107 | 0.3
O=C1C=C(NCc2ccco2)CCC1
 : 102 | -0.2
CCOc1ccccc1C(=O)NC(C(=O)OC)C(C)C (stereo not given)
 : 105 | 0.4
O=C(CNc1cccc(C(F)(F)F)c1)N/N=C/c1ccc2c(c1)OCO2
 : 99 | -0.2
Cc1ccc(Cn2c(C)c3cn[nH]c(=O)c3c2C)cc1
 : 103 | -0.1
COc1c(C)cccc1C(=O)Nc1ccc(-c2nc3ccccc3s2)c(Cl)c1
 : 100 | -0.3
COc1ccc(NC2=C(c3ccc(C(F)(F)F)cc3)C(=O)c3ccccc32)cc1
 : 103 | -0.5
CC(C)C(=O)Nc1ccc(-c2nc3cccnc3s2)cc1
 : 100 | -0.3
COc1cccc(C(=O)NCC2(c3ccccc3)CCCC2)c1
 : 104 | 0.1
COc1cccc(Cn2c(SCC(=O)N3CCN(c4ccc(F)cc4)CC3)nc3ccccc32)c1
 : 109 | -0.3
Cc1ccccc1S(=O)Cc1ccc(C(=O)NC2CCCCCC2)o1 (stereo not given)
 : 102 | -0.4
COC(=O)c1ccc(N2CCc3cc4ccc(C)cc4nc32)cc1
 : 102 | 0.5
Cn1nnnc1SCCCNCc1cc(Cl)ccc1OCc1ccccc1
 : 109 | 0.6
O=S(=O)(Nc1cccc(-c2ccc(N3CCCCCC3)nn2)c1)c1ccccc1F
 : 104 | -0.3
O=C(NCCN1CCCc2ccccc21)c1cc(-c2cccs2)nc2ccccc12
 : 102 | 0.2

# More structures
# Below each SMILES: PV pol inh | PV pol inh FP z-score
CCCCNS(=O)(=O)c1cccc(C(F)(F)F)c1
 : 103 | 0
c1ccc2c(c1)NC1(CCCC1)n1c-2nc2ccccc21
 : 101 | 0.1
Cc1cn2c(=O)c(S(=O)(=O)N3CCN(c4cc(Cl)ccc4C)CC3)c(C)nc2s1
 : 112 | 0.8
Cc1cc(C2=Nc3ccccc3SC2)ccc1Cl
 : 108 | 0.4
Cn1cnc(S(=O)(=O)N2CCC(C(=O)NCc3ccc(F)cc3)CC2)c1
 : 105 | -0.2
COc1ccc(C2(CNC(=O)C(=O)Nc3ccc(C)c(Cl)c3)CCCC2)cc1OC
 : 108 | 0.4
N#CC1=C(N)N(c2ncn[nH]2)C2=C(C(=O)CCC2)C1c1ccc(Br)cc1 (stereo not given)
 : 100 | -0.2
CCC1=NN2C(=N)/C(=C/c3cn(CCOc4cccc(OC)c4)c4ccccc34)C(=O)N=C2S1
 : 100 | -0.5
CC1CCCC(C)N1NC(=O)c1ccc(Cl)c(S(N)(=O)=O)c1 (stereo not given)
 : 101 | 0.2
CC(C)(C)OC(=O)Nc1cccc(C(=O)OCCCn2c(=O)[nH]c3ccccc32)c1
 : 103 | -1
O=C(O)CCC(=O)Nc1ccc(Oc2ccc(Cl)cc2)cc1
 : 110 | 0.8
O/N=C/c1nc2ccccc2[nH]1
 : 103 | 0.1
O=C(COc1cccc(Cl)c1)N1CCN(CCc2ccncc2)CC1
 : 105 | -0.1
Cc1ccc(/C=N/NC(=O)C2CC23CCC3)cc1 (stereo not given)
 : 100 | 0.1
O=C(NCCc1ccccc1)c1cc(=O)[nH]c2ccccc12
 : 103 | -0.1
COc1ccc(-c2cc(C(=O)Nc3sc4c(c3C(N)=O)CCCC4)no2)cc1
 : 100 | -0.5
S=C(NCCc1ccccc1)NN1CCOCC1
 : 99 | -0.4
CCC(C)C(=O)Nc1cccc(C(F)(F)F)c1 (stereo not given)
 : 102 | -0.4
Cn1ccc(=O)[nH]c1=O
 : 103 | 0.2
CCN1C(=O)N/C(=C/c2cn(CC(=O)Nc3ccc(F)cc3)c3ccccc23)C1=O
 : 100 | -0.2

# (listing goes on)
# Below each SMILES: PV pol inh | PV pol inh FP z-score
Cc1cc(C(=O)OCCCc2nc(-c3ccccc3)no2)c2ccccc2n1
 : 109 | 0.9
COC(=O)C1CCN(Cc2csc(-c3ccccc3OC)n2)CC1
 : 111 | 1
CCS(=O)(=O)c1ccc(OC)c(NC(=O)c2cc3ccccc3o2)c1
 : 100 | -0.5
COc1ccccc1NC(=O)c1ccc2c(c1)C(=O)N(Cc1ccncc1)C2=O
 : 102 | 0
CCCCCCCC/C=C\CCCCCCCC(=O)OC[C@@H](O)COP(=O)(O)O
 : 102&101 | 0.2&0.3
CC(C)OC(=O)CSc1nnnn1C
 : 103 | 0.4
CCOC(=O)/C(C#N)=C/Nc1ccc2oc(=O)c(NC(C)=O)cc2c1
 : 104 | 0.7
OC1(c2ccccn2)COc2ccccc2O1 (stereo not given)
 : 102 | -0.3
Cc1ccc(-n2nc3c(=O)n(CC(=O)NCc4ccco4)nc(C)c3c2C)cc1
 : 111 | 0.6
CCc1nn2c(C)cc(=O)[nH]c2c1C
 : 103 | 0
CCn1c(SCc2nnc(-c3ccccc3)o2)nc2sc(C)c(C)c2c1=O
 : 105 | 0.6
Cn1c(SCC(=O)c2ccc(Cl)cc2)nnc1-c1ncc(C(F)(F)F)cc1Cl
 : 104 | -0.1
CNC(=O)c1ccc(OC)c(S(=O)(=O)NC)c1
 : 101 | -0.6
CCOc1ccc(NC(=O)Cn2c(=O)n(Cc3ccco3)c(=O)c3ccc(C(=O)NC4CCCC4)cc32)cc1
 : 106 | 0.4
Cc1ccc(NC(=O)CN(c2ccc(C)cc2)S(=O)(=O)c2cccc3nonc23)cc1
 : 107 | -0.2
CN1CCc2nc(NC(=O)CC3Sc4ccccc4NC3=O)sc2C1 (stereo not given)
 : 104 | 0.4
CC(=O)N1CCC2(CC1)OC(=O)C(C)=C2C(=O)N1CCOCC1
 : 103 | 0.7
CCN1CCCC1CNC(=O)CS(=O)Cc1nc(-c2ccc(OC)c(OC)c2)oc1C (stereo not given)
 : 100 | -0.2
CC(=O)Nc1nc2c(C)cccc2s1
 : 100 | -0.2
S=C(/N=c1/sccn1Cc1ccccc1)NC1CC1
 : 112 | 1.3

# The listing continues:
# Below each SMILES: PV pol inh | PV pol inh FP z-score
O=C1CN2C(=Nc3ccc(Cl)cc3C2c2ccccc2)CN1 (stereo not given)
 : 101 | -0.3
Cc1c(Cl)cccc1NC(c1ccc(F)cc1)c1nnc(-c2ccccc2)o1 (stereo not given)
 : 112 | 1.7
COc1cc(C(CC(=O)Nc2cc(C)ccc2C)N2Cc3ccccc3C2=O)cc(OC)c1OC (stereo not given)
 : 106 | -0.3
Cc1cc2c(n1-c1ccc(C(=O)O)cc1)CCCC2
 : 98 | -1.3
Cc1c(NC(=O)Nc2ccccc2C(F)(F)F)sc2nc3n(c(=O)c12)CCC(C)CC3 (stereo not given)
 : 107 | 0.3
COCCN1C(=O)/C(=C/c2cc(C)n(-c3ccncc3)c2C)C(=O)N(c2ccccc2)C1=O
 : 96 | -1.3
O=C(NNc1ncnc2c1cnn2-c1ccc(Cl)cc1)c1cccs1
 : 101 | 0
COc1ccccc1N1CCN(C(C)C(=O)N(C)Cc2ccccc2)CC1 (stereo not given)
 : 106 | -0.6
O=C1CC2CCCC(CN1)N2CC(=O)N1CCCCCC1 (stereo not given)
 : 101 | -0.4
COc1ccc(-c2cc(C(=O)NCCCn3ccnc3)c3ccccc3n2)cc1
 : 97 | -2.3
CCNC(=O)C1CC(=O)OC12CCCCC2 (stereo not given)
 : 106 | 0.2
CCCn1c(-c2ccc(OC)c(OC)c2)nc2ccccc21
 : 99 | -0.9
O=C1CCCCC1Sc1nc2ccccc2[nH]1 (stereo not given)
 : 99 | -1.6
CCC(CCC(=O)Nc1nccs1)C(=O)O (stereo not given)
 : 104 | 0.6
COc1cc(Cl)c(C)cc1NC(=O)CSc1nc2c(c(=O)[nH]1)CCCC2
 : 111 | 0.8
COc1ccc(-c2nn(C)c3sc(C(=O)NCC4(c5ccccc5)CCCC4)cc23)cc1OC
 : 99 | -1.5
O=C(NCCn1cc(SCC(=O)N2CCOCC2)c2ccccc21)c1cccs1
 : 99 | -0.5
C=CCN1C(=O)C2(c3ccccc31)c1c(oc3ccccc3c1=O)C(=O)N2CCCO (stereo not given)
 : 102 | -0.2
COc1ccc2occ(C(=O)c3coc4ccc(O)c(CN(C)C)c34)c2c1
 : 103 | 0.3
CCOc1ccc2ccccc2c1/C=C1\C(=O)NC(=S)N(c2cccc(Cl)c2Cl)C1=O
 : 100 | -0.1

# Reformatted as labelled records: part of the list above.
O=C1CC2CCCC(CN1)N2CC(=O)N1CCCCCC1 (stereo not given)
  PV pol inh = 101; PV pol inh FP z-score = -0.4

COc1ccc(-c2cc(C(=O)NCCCn3ccnc3)c3ccccc3n2)cc1
  PV pol inh = 97; PV pol inh FP z-score = -2.3

CCNC(=O)C1CC(=O)OC12CCCCC2 (stereo not given)
  PV pol inh = 106; PV pol inh FP z-score = 0.2

CCCn1c(-c2ccc(OC)c(OC)c2)nc2ccccc21
  PV pol inh = 99; PV pol inh FP z-score = -0.9

# Other results.
# Below each SMILES: PV pol inh | PV pol inh FP z-score
CCCC(=O)NCCc1cc2ccc(OC)cc2[nH]c1=O
 : 99 | -0.5
CN1/C(=C\C(=O)CN2CCN(c3ccc(F)cc3)CC2)C(C)(C)c2ccccc21
 : 106 | 0.4
C=CCn1c(O)c(N=N)c2ccccc21
 : 103 | 0.6
COc1cccc(-n2c(=O)c3ccccc3n3c(SCCN(C)C)nnc23)c1
 : 98 | -0.5
CC(NC(=O)CN1CCc2sccc2C1c1cccs1)c1ccc2c(c1)OCCO2 (stereo not given)
 : 105 | 0.3
Cc1ccc2nc(=O)c(NNc3ccccc3)cnc2c1
 : 101 | 0
COc1ccc(Nc2ccc3cc(S(=O)(=O)N4CCCC4)ccc3n2)cc1Cl
 : 102 | -1
O=C(c1ccco1)N1CCN(C(=O)c2cnn(-c3cccc(F)c3)c2C2CCNCC2)CC1
 : 108 | 0.3
O=c1c2c3c(sc2ncn1-c1ccccc1)CCCC3
 : 104 | 0.4
CN(c1ccccc1)S(=O)(=O)c1cccc(C(=O)NC2CCCC2)c1
 : 101 | -0.1
CC(=O)Oc1cccc(/C=c2/sc3nc4ccccc4n3c2=O)c1
 : 99 | -1.6
CCc1ccc(CNC(=O)c2cc3c(C)nc4ccccc4c3o2)cc1
 : 102 | 0.3
CCOc1ccc(NC(=O)c2cc(CN3CCCC3)on2)cc1
 : 99 | -1.7
CCOCCCNC(=O)C1CCN(c2nc3ccc(C)cc3[nH]2)CC1
 : 110 | 0.7
CCC(c1nc2ccccc2n1C)C(O)c1ccccc1 (stereo not given)
 : 101 | -0.1
Cc1cc(OCC(=O)NCCc2nc3ccccc3[nH]2)cc(C)c1Cl
 : 106 | 0.4
COc1ccc(CNC(=O)Cn2c(=O)oc3cc(S(=O)(=O)N4CCCCCC4)ccc32)cc1
 : 107 | 0.5
CCN1CCSc2ccc(C(=O)NCc3ccc(OC(C)C)cc3)cc21
 : 109 | -0.3
Cc1ccc(NC(=O)CCc2nnc3ccc(N4CCC5(CC4)OCCO5)nn23)cc1
 : 104 | 1
CCc1ccccc1NC(=O)CSc1nncn2c1cc1oc(C)cc12
 : 104 | -0.6
Fc1ccc(-c2nn(-c3ccccc3)cc2C=NCc2ccccc2)cc1
 : 102 | 0
Cc1ccc(-n2c(C)cc(C(=O)CN3CC(C)OC(C)C3)c2C)cc1 (stereo not given)
 : 100 | -0.2
O=C(NCC1CCCO1)C1CC(=O)N(c2ccccc2)C1 (stereo not given)
 : 102 | 0.3
